# a7 integrin act – integrin-mediated muscular dystrophy alleviation activation; alpha7betagal myoblasts, beta-gal FDG fluorescence, 48 h; Potency, µM (titrated, usually from 38.3 µM), for inactives: at the highest dose activation, most hits filed as activators; hit rate 0.064% among 350,000; AID 624291;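 also: potency is read from the fitted curve at half-maximal effect; 100% = response of the positive control SU9516; nearly all actives have a fitted effect of over 60% in size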
#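 alpha7betagal+/- myoblasts (passage 13, 250/well) treated 48 h at 37C with compounds at 1:260 dilution of DMSO stock. Lysed, then beta-galactosidase activity read as FDG fluorescence (ex 480/em 540) after 30 min, with pre-read for autofluorescence.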
# ELG1 repair inh – ELG1-dependent DNA repair inhibition. HEK293T ELG1-luciferase reporter, luminescence, 16 h; DNA damage induced by 5-fluorouridine. Potency, µM (top dose mostly 46.1 µM), inactives show at the top dose activity change, negative = inhibition, usual class: inhibitors. hit rate 2.3% among 330,000. AID 504467; also: potency is read from the fitted curve at half-maximal effect; % is scaled to controls: 0 for no effect and ±100 for the full control effect; nearly all actives have a fitted effect of over 55% in size
#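 Quantitative HTS, concentration-response format. 2,000 cells/well co-treated with 5-fluorouridine and compound, 16 hr in 5% CO2 at 37 °C; ONE-Glo luminescence read after 30 min.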
# TSG101-PTAP inh – blocks PTAP/TSG101 interaction to inhibit HIV-1 budding | Q99816 | Fluorescence polarization, FITC-PTAP peptide / Tsg101 binding | Potency, µM (series often up to 115 µM), for the others: top-dose activity change, negative = inhibition, usual class: inhibitors | 340,000 tested, under 10 active | AID 493005; active = well fitted inhibition curve with a large enough effect in the main read-out, with a control signal flat, not every such curve was filed as active; inconclusive = small, poorly fitted or top-dose-only effect, or effect the other way, or a change in a side signal; inactive = no such curve, though single readings can be large or run the other way; also: potency is read from the fitted curve at half-maximal effect; % of control where 0% means no effect
# Target sequence (Q99816 whole entry, looked up): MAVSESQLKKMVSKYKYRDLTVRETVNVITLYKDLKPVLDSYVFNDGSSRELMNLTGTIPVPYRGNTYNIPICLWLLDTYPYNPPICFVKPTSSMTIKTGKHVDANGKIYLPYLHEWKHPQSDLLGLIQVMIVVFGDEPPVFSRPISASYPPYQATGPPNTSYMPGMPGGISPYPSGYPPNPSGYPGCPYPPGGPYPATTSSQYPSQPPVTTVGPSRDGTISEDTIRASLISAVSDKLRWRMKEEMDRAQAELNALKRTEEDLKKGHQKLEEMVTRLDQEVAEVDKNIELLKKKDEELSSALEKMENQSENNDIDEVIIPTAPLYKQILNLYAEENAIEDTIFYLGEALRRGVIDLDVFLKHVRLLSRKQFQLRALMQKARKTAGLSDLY
#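 Compounds were pin-transferred onto Tsg101 binding domain (10 uM final) in HEPES pH 7.5 buffer, then FITC-PTAP peptide was added at 50 nM final. After 20 min at RT, polarization reported peptide displacement across a qHTS concentration series.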
# B2AR arrestin – recruits beta-arrestin to the human beta2-adrenergic receptor; Potency, µM (doses to about 46.1 µM), for inactives: at the top dose activation, usual class: activators; beta-arrestin recruitment to beta2AR, cell-based reporter; AID 492947; hit rate 0.02% among 330,000; P07550;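 also: potency is read from the fitted curve at half-maximal effect; 0% = DMSO controls and full agonism = EC100 isoproterenol or metaproterenol; nearly all actives have a fitted effect of over 65% in size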
# Target sequence (P07550 whole entry, looked up): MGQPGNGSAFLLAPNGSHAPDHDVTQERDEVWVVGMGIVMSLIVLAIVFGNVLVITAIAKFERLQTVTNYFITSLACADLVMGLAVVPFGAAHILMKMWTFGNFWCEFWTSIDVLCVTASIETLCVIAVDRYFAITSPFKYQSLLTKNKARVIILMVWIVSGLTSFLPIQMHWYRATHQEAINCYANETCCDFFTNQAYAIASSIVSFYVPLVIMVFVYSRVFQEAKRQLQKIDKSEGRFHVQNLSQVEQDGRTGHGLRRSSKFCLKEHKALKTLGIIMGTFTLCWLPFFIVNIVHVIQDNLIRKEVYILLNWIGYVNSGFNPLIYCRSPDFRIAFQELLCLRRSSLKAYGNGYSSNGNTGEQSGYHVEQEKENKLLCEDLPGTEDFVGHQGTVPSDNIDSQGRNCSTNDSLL
# AT treatment – potential ataxia-telangiectasia treatments restoring KAP-1 phosphorylation; […] A-T fibroblasts, KAP-1 phosphorylation AlphaLISA; neocarzinostatin DNA damage 30 min before lysis; AID 485349; Potency, µM (titrated, usually from 57.5 µM), without a hit: at the top dose activation, hits mostly activators; hit rate 0.19% among 320,000; also: potency is read from the fitted curve at half-maximal effect; % of control where 0% means no effect; nearly all actives have a fitted effect of over 45% in size
#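 ATM-like activity read as KAP-1 phosphorylation via AlphaLISA donor/acceptor antibody pairs after lysis and 6 hr at 25C. Cells were ATM-null patient fibroblasts ([…], hTERT), dosed 60 min, then exposed to the DSB inducer NCS for 30 min.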
# p53 reactivation – restores transcriptional activity of mutant p53; AID 504706; H1299 p53-A138V BP100-luciferase reporter, luminescence, 24 h; Potency, µM (highest dose often 92.2 µM), for the others: top-dose activity change, positive = activation, most hits filed as activators; hit rate 0.063% among 320,000; also: potency is read from the fitted curve at half-maximal effect; % of control where 0% means no effect; nearly all actives have a fitted effect of over 45% in size
#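 H1299 (p53-null), stable ts p53-A138V + BP100-Luc; 1000 cells/well, Opti-MEM/10% FBS; cpd 4 pt, 1:5; 24 h, 37 deg C, 5% CO2; detection reagent 10 min RT; luminescence.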
# BRCA1 expr up – activators of BRCA1 expression. MCF7-BRCA1-FFLuc reporter, luminescence, 48 h; response scale: scaled: vehicle 0%, 10 µM genistein 100%. Potency, µM (doses to about 46.1 µM), without a hit: at the top dose activation, actives largely listed as activators. hit rate 1.1% among 380,000. AID 624202; also: potency is read from the fitted curve at half-maximal effect; nearly all actives have a fitted effect of over 80% in size; some results filed as inactive show a strong effect at the top dose
#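 Using MCF7 cells harboring a BRCA1 firefly luciferase reporter, plated 2 h before compound pinning, the screen measured luminescence after 48 h incubation. Responses were normalized to DMSO and 10 microM genistein, then fitted for concentration-effect.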
# MLL CXXC-DNA inh – inhibitors of human MLL CXXC domain-DNA interaction | MLL-CXXC / FITC-HOXA9 DNA fluorescence polarization | Potency, µM (highest dose often 115 µM), without a hit: at the highest dose activity change, negative = inhibition, usual class: inhibitors | hit rate 0.037% among 290,000 | AID 2662; active = well fitted inhibition curve with a large enough effect in the polarisation, with a control signal flat, not every such curve was filed as active; inconclusive = small, poorly fitted or top-dose-only effect, or effect the other way, or a change in a side signal; inactive = no such curve, though single readings can be large or run the other way; the % refers to the polarisation; also: potency is read from the fitted curve at half-maximal effect
#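 Steps: dispense CXXC domain solution (7 uM) → pin compounds or unlabeled HOX-A9 DNA control → 5 min ambient → add FLSN-HOX-A9 solution (50 nM) → spin → 30 min ambient → fluorescence polarization. Tris pH 7.5/NaCl/DTT/BSA buffer.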
# TRPV1 agonist – agonists of human vanilloid receptor 1 (TRPV1); Q8NER1; activation, % at 8.33 µM; hit rate 0.19% among 320,000; TRPV1-expressing cells, Fluo-8 calcium influx, agonist mode; in the data active = activation above about 80%; inconclusive = between about 30% and that limit; also: 0% is about no effect
#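 Cells expressing TRPV1 were dye-loaded with Fluo-8 and read kinetically: 10 s baseline, 3 min after compound (agonist portion), then 2 min after EC20 capsaicin (allosteric enhancer portion). Calcium-bound dye fluorescence at 480/520 nm.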
# TCR activator – activates T cell receptor signaling; AID 504894; primary human leukocytes, anti-CD3, IL-2 HTRF, 48 h; Potency, µM (highest dose often 9.22 µM), without a hit: top-dose activation of IL-2 secretion, hits mostly activators; 330,000 tested, under 10 active; also: % of control where 0% means no effect
#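 HTRF read-out of IL-2 secretion: europium cryptate donor excited at 320nm, d2 acceptor emission at 665nm. Cells were primary human leukocytes incubated 48 hr with compounds and a-CD3 beads, supplying TCR signal only.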
# Numbers without * were called inactive; ? = inconclusive; · = no result given; [ ] = dose if it differs, or a comment. Unless noted, calls follow the shape of the dose curve; as a rule, active = well fitted curve in the direction sought with a large enough effect; inconclusive = small, poorly fitted or top-dose-only effect, or another doubt; inactive = no such curve, though single readings can be large; an effect the other way counts as inactive or inconclusive.
SMILES,a7 integrin act,ELG1 repair inh,TSG101-PTAP inh,B2AR arrestin,AT treatment,p53 reactivation,BRCA1 expr up,MLL CXXC-DNA inh,TRPV1 agonist,TCR activator
CC(=O)Nc1ccc(/C=C2/Sc3ccccc3C2=O)cc1,-14%,?,-5%,-0.3%,2%,-1%,1%,0%,3,8%
Cc1cc(C)c2c(=O)[nH]n(C3CC(C)N(C)CC3C)c2n1 (stereo unspecified),-6%,-6%,-2%,-0.1%,-1%,-5%,0%,-2%,1,-2%
COc1ccc(-c2nc(CSCC(=O)NCCC3=CCCCC3)c(C)o2)cc1OC,-17%,?,-11%,0.3%,·,-5%,-4%,0%,10,5%
CN(Cc1ccccc1N1CCCC1)C(=O)c1cc2ccccc2o1,3%,?,0%,-0.1%,6%,-4%,-44%,·,·,-9%
CS(=O)(=O)c1ccc(C(=O)OCC(=O)N2CCCc3ccccc32)cc1,-3%,23%,1%,0.2%,6%,6%,5%,·,1,·
Cc1nc2ccc(NS(=O)(=O)c3ccccc3F)cc2s1,?,5%,-5%,-3.9%,-3%,4%,5%,·,-2,·
CCC(=O)Nc1cc(-c2nn(C)c(=O)c3ccccc23)ccc1OC,-5%[7.66 µM],?,-9%,0.1%,-3%,-6%,-29%,5%,1,-2%
Cc1cccc(-n2c(SCCC(=O)O)nnc2-c2cccs2)c1C,-12%,-1%,1%,-0.6%,1%,6%,-10%,-2%,1,-1%
COc1cccc(C(=O)Oc2cc(C)[nH]c(=O)c2[N+](=O)[O-])c1OC,-7%,1%,-5%,-3.5%,0%,1%,-2%,30%[activator],-5,4%
COC(=O)N/N=C\c1c(C)nn(-c2ccccc2)c1Cl,-9%,?,-2%,-0.7%,2%,?,72%,-13%,23,-3%[46.1 µM]
O=C(c1ccc([N+](=O)[O-])cc1)N1CCN(c2ncc(Br)cn2)CC1,-1%,1%,-3%,-0.5%,0%,-2%,-9%,11%,2,0%
COc1ccc(NC(=O)CSc2cn[nH]n2)cc1OC,-2%,?,1%,0.2%,7%,3%,3%,-11%,-1,-12%
CC(NC(=O)C1CCC1)c1ccc(Br)cc1 (stereo unspecified),4%,-3%,-3%,-1.5%,2%,6%,-9%,7%,13,-5%[46.1 µM]
CC1CCCCC12NC(=O)N(CC(=O)N1CCN(C(=O)c3cccs3)CC1)C2=O (stereo unspecified),10%,2%,0%,0.2%,11%,6%,3%,·,0,·
COc1ccccc1NC(=O)c1ccc(S(=O)(=O)N2CCC(C)CC2)cc1,-12%,?,-3%,-0.2%,0%,6%,-2%,3%,0,-14%
CCc1ccc2[nH]c(=O)c(CN(Cc3ccccc3)C(=O)Nc3ccccc3OC)cc2c1,-15%,?,-3%,0.4%,2%,2%,-64%,19%,2,1%
CC(C)Oc1cc(NC(=O)CS(=O)CC(=O)N(C)C)c(Cl)cc1Cl (stereo unspecified),-20%,17%,0%,-0.3%,3%,-1%,-17%,9%,6,7%
CC1CN(C(=O)c2ccccc2)C(=Nc2cccc(S(=O)(=O)N(C)C)c2)S1 (stereo unspecified),-21%,9%,0%,-0.2%,-6%,4%,-11%,103%[activator],18,7%[46.1 µM]
Cc1ccc(NC(=O)C2C3CC4OC(=O)C2C4C3)cc1Cl (stereo unspecified),10%,17%,-9%,0.1%,2%,0%,-1%,-4%,3,1%
O=C1NCN(CCO)CN1,-21%,-2%,-2%,-0.6%,-1%,-1%,7%,?,-5,-3%
O=C(CNC(=O)c1cccnc1)N/N=C/c1cccnc1,18%,-1%,-9%,-0.3%,9%,1%,-25%,15%,-3,2%
CC1(C(=O)NCCCNc2ncc(C(F)(F)F)cc2Cl)C=CCN1C(=O)c1ccccc1 (stereo unspecified),-6%,24%,-5%,-0.7%,20%,6%,11%,-3%,3,6%
O=C(NCc1ccc(Cl)cc1)C1CCC(CNc2c(N3CCOCC3)c(=O)c2=O)CC1 (stereo unspecified),?,4%,2%,-0.4%,3%,1%,15%,-2%,-1,0%
NC(=O)N1CCc2ccccc21,15%,-3%,0%,-0.1%,-3%,-3%,-7%,1%,0,-6%
CC1(C)CC(=O)C2=C(C1)N(c1ccc(F)cc1)C(=O)CC2c1cccnc1 (stereo unspecified),34%,?,1%,-1.1%,14%,6%,-1%,9%,0,2%[46.1 µM]

# (list continues)
SMILES,a7 integrin act,ELG1 repair inh,TSG101-PTAP inh,B2AR arrestin,AT treatment,p53 reactivation,BRCA1 expr up,MLL CXXC-DNA inh,TRPV1 agonist,TCR activator
Cc1cc(NCC(C)C)n2ncnc2n1,-9%,19%,-4%,-0.3%,2%,-3%,-1%,10%,2,·
C(#Cc1ccccc1)C[N+]1(CC#Cc2cccc3ccccc23)CCCC1,-57%[inhibitor],-16%,-2%,-1.1%,0%,-14%,-37%,18%,-4,-2%[46.1 µM]
COc1ccc(S(=O)(=O)Nc2ccc3c(c2)OCO3)cc1,20%,0%,-6%,-0.5%,-1%,-16%,4%,3%,-2,4%
CCOc1ccc(NC(=O)c2ccccc2OCC(=O)c2ccc(C)cc2)cc1,4%,10%,-4%,-0.3%,0%,-5%,28%,2%,5,-4%
O=C(NCc1cccnc1)C(=O)NCC(c1ccco1)N1CCN(c2ccccc2F)CC1 (stereo unspecified),-19%,-4%,-7%,-0.7%,1%,-4%,-10%,6%,5,2%
COCCOC1CCN(C(=O)C2CCC(=O)N(Cc3cccc(F)c3)C2)CC1 (stereo unspecified),1%,?,-9%,-0.1%,6%,3%,3%,9%,-1,5%
CCOC(=O)C1C(=O)N(O)CC1c1cccc(Oc2ccccc2)c1 (stereo unspecified),20%,?,-2%,0.2%,-2%,0%,-21%,7%,1,-2%
Cc1cccc(NC(=O)CSc2cc(C(=O)c3nccn3C)c3ccccc3n2)c1,-1%,11%,0%,-2.7%,2%,12%,1%,16%,4,-52%[inhibitor][46.1 µM]
O=C1C=CC(=O)N1c1cccc(-c2ccccc2)c1,-38%[inhibitor],10%,3%,-0.6%,?,-11%,25%,0%,·,3%
c1ccc2nc3c(nc2c1)CCCC3,5%,1%,0%,-0.1%,-8%,2%,-9%,0%,2,-7%
COc1ccccc1/C=C/C(=O)OCC(=O)NCc1ccco1,-9%,9%,0%,-0.2%,-7%,0%,-1%,-2%,1,5%[46.1 µM]
Cc1c(C)c2ccc(OC(C)C(=O)NCCN3CCOCC3)c(C)c2oc1=O (stereo unspecified),-4%,?,-7%,0.3%,-3%,-14%,-3%,-3%,1,6%
CNC(=O)c1nc(C)n(-c2cc(Cl)cc(Cl)c2)n1,20%,22%,-3%,-0.3%,-10%,-1%,0%,5%,1,7%
CC(C)CN1CC(C(=O)O)CC1=O (stereo unspecified),16%,11%,-1%,-0.2%,-3%,1%,3%,-6%,0,-1%
COc1cccc(CN2CC(C(=O)N3CCN(c4ccc(Cl)cc4)CC3)CCC2=O)c1 (stereo unspecified),0%,-13%,0%,-0.6%,5%,11%,-23%,-2%,-4,-5%
NC1=NC[C@H](Cc2ccccc2)N1CC1CCCCC1,-14%,·,-1%,·,·,·,0%,·,·,-2%
Cc1ccccc1-n1c(Cn2c(=O)sc3ccccc32)nnc1SCC(=O)NCC1CCCO1 (stereo unspecified),0%,0%,-1%,-0.4%,7%,1%,1%,-12%,-1,-3%
CCOC(=O)/C(C#N)=C/c1ccc(OCC(=O)Nc2ccccc2)c(OC)c1,6%,?,0%,-0.5%,-1%,?,-1%,8%,0,0%
Cc1cc(=O)oc2cc(OCC(=O)N3CC[C@@]4(O)CCCC[C@H]4C3)ccc12,4%,-7%,3%,-0.7%,-7%,7%,-10%,7%,-4,2%
CCC(C)(C(=O)NC1CCCC1)N(Cc1ccco1)C(=O)c1ccccn1 (stereo unspecified),-17%,-6%,-3%,-0.1%,2%,-5%,-7%,-10%,5,4%
COc1cc(/C=N/Nc2nncc3ccccc23)cc(OC)c1OC,-3%,?,-3%,-1.0%,-13%,?,7.1µM*,?,-3,-2%
O=C(O)CCCC(=O)N1CCN(c2nc(-c3ccccc3Cl)c3cc(Br)ccc3n2)CC1,-14%,-1%,-14%,-0.5%,12%,-6%,-25%,24%,2,-7%
CC(=O)c1c(C)[nH]c(C(=O)OCC(=O)c2c(N)n(CC(C)C)c(=O)n(C)c2=O)c1C,0%,-13%,-7%,-0.7%,0%,-17%,-37%,·,-1,·
N#CC1(NC(=O)CSc2nc3ccc([N+](=O)[O-])cc3s2)CCCCC1,-33%,-3%,0%,-0.4%,2%,15%,-21%,·,7,-7%
Cc1nc2ccccn2c1C(=O)NNS(=O)(=O)c1ccc(Cl)cc1,25%,2%,0%,-0.3%,13%,-2%,-5%,0%,12,-7%
